# ER stress rescue: rescue of cells from ER stress-induced death, primary screen, 384-well, CSM14.1, thapsigargin, ATP luminescence (AID 1222) | 190,000 tested, under 10 active | cellular ATP content (survival), % at 20 µM, or EC50 in µM where a hit was titrated | CSM14.1 thapsigargin-induced death rescue, ATP luminescence; higher % means a stronger effect;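 active means EC50 below 50 µM in the dose-response confirmation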;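 further: death triggered by thapsigargin at about 15 µM added after 2 h compound pretreatment; cell ATP read after overnight thapsigargin exposure of roughly 18 to 22 hours; normalized against plate controls of thapsigargin alone and 5% DMSO vehicle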
# P. falciparum M17LAP: P. falciparum M17LAP inhibitors, primary screen, biochemical, fluorogenic H-Leu-NHMec substrate, 1536-well (AID 1619); recombinant M17LAP, H-Leu-NHMec fluorogenic kinetic assay; higher % means a stronger effect; inhibition, % at 30 µM, or IC50 in µM where a hit was titrated; 220,000 compounds, 0.38% hits;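 active means compound inhibiting the enzyme by more than half at any dose during confirmatory dose-response retesting; inconclusive means strong single-dose inhibitors picked by rank but not retested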;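 further: plate controls were full reaction with DMSO carrier for no effect and no enzyme background for full effect; strong numbers were not always called active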
# LYP inhibition: PTPN22 lymphoid phosphatase activity blockers – biochemical, fluorescence intensity, uHTS (AID 1779); recombinant LYP phosphatase, fluorescence intensity; higher % means a stronger effect; inhibition, % at 11.5 µM; hits with a dose series show IC50 in µM; 290,000 compounds, 0.054% hits;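 further: plate controls were vehicle with enzyme for no effect and no enzyme for full effect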
# Hep lipid drop: hepatic lipid droplet formation modulation. 240,000 compounds, 0.4% hits. AML12 mouse hepatocytes, oleate lipid droplets, BODIPY imaging. inhibition, % at 6.5 µM;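 active means lipid droplet intensity inhibited by at least 50%, with more than 500 cells counted; inconclusive means wells with under 300 cells, treated as cytotoxic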
#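 material = mouse AML12 hepatocyte cell line, fixed after treatment | also added = 100 µM oleic acid challenge | doses = compound at 6.5 µM only | schedule = overnight exposure | technique = Image-based BODIPY and DAPI two-channel analysis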
# XIAP displacement: XIAP antagonists, biochemical, IAP family, fluorescence polarization (AID 1018); 200,000 compounds, 0.007% hits; XIAP BIR domain, fluorescence polarization peptide displacement; higher % means a stronger effect; one-dose displacement, % at 20 µM; IC50 in µM for titrated hits; in the data active means displacement above about 50%; further: a part of the inactive calls stands beside numbers as strong as those of hits
# AID2073: inhibitors of Mint1-CaV2.2 protein interaction, biochemical, HTRF (AID 2073); 290,000 compounds, 0.19% hits; HTRF protein-protein interaction, Mint1-CaV2.2; higher % means a stronger effect; inhibition, % at 20 µM; hits with a dose series show IC50 in µM; in the data active means inhibition mostly above about 51%, no sharp cut-off; inconclusive means no clear call, values can overlap the other calls; inactive means mostly below about 53%; further: some results filed as inactive read as strong as hits
# P. falciparum M1AAP: P. falciparum M1AAP inhibitors, biochemical, fluorogenic H-Leu-NHMec substrate, 1536-well (AID 1445). 220,000 compounds, 0.42% hits. one-dose inhibition, % at 30 µM; IC50 in µM for titrated hits. recombinant M1AAP, H-Leu-NHMec fluorogenic kinetic assay; higher % means a stronger effect;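 active means primary inhibition above the hit cutoff, then over 50% inhibition at one or more dose response concentrations, cut at about 23% in these data, passing the limit was not always enough; inconclusive means conflicting primary data, or primary hits not chosen for dose response; inactive means low primary inhibition, or under 50% at every dose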;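 further: plate controls were DMSO full reaction for no effect and no enzyme background for full effect; strong numbers were not always called active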
# HEK293 NOD2/NF-kB: NOD2 signaling inhibitors, cell-based, luminescence, uHTS, HEK293 (AID 1566); HEK293 NOD2/NF-kB luciferase reporter, luminescence; higher % means a stronger effect; inhibition, % at 4 µM, or EC50 in µM where a hit was titrated; 290,000 compounds, 0.63% hits; further: many of its hits are not listed in these tables
# SIAH1 antagonists: Siah-1 peptide-binding antagonists, primary screen, biochemical, fluorescence polarization, rhodamine-plectin, uHTS (AID 1817). Siah-1 / rhodamine-plectin peptide fluorescence polarization; higher % means a stronger effect. one-dose displacement, % at 20 µM; IC50 in µM for titrated hits. 290,000 compounds, 0.02% hits;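 active means displacement of at least 50% at 20 µM, with a fluorescence ratio check between 0.3 and a set limit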;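 further: plate controls were Siah plus tracer with DMSO for no effect and tracer alone without Siah for full effect; strong numbers were not always called active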
# Hep lipid drop cells 6.5 µM: second read-out of Hep lipid drop, no call of its own (marks repeat the call); cell count; measured here: cell count, cytotoxicity flag;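 cells counted across two imaged fields per well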
# * marks the source's active call; other numbers are inactive results; ? = inconclusive; . = not tested or not shown. Unless noted, no stated cut-off is given here; in the data, active means inhibition above about 50%; inactive means the rest. A portion of the library; the hit share may differ from the screen's.
# Sequence of screens: ER stress rescue | P. falciparum M17LAP | LYP inhibition | Hep lipid drop | Hep lipid drop cells 6.5 µM | XIAP displacement | AID2073 | P. falciparum M1AAP | HEK293 NOD2/NF-kB | SIAH1 antagonists
Cc1ncccc1C(=O)N1CCCC(CNC(=O)C2(c3ccc(Cl)cc3)CC2)C1 (stereo not drawn)
  -0.7% | -10% | -8% | -12 | 613 | -3.4% | 0% | 5% | -5% | -1%
CN1/C(=C\C(=O)COC(=O)c2ccc(O)cc2)C(C)(C)c2ccccc21
  . | -1% | -4% | 1 | 683 | . | -8% | 5% | 30% | 7%
CC(C)CNC(=O)[C@H](Cc1ccccc1)NC(=O)c1cccs1
  . | . | -6% | 11 | 812 | . | -2% | . | 0% | 1%
OCC1(CC2CCCCO2)CCN(Cc2cccc(O)c2)CC1 (stereo not drawn)
  -0.2% | 4% | -4% | 14 | 723 | -0.9% | 20% | 0% | 8% | -1%
CCc1ccc(C(=O)NC(C(=O)NCC2CCCO2)C(C)C)cc1 (stereo not drawn)
  -0.4% | 8% | -7% | -1 | 709 | -0.7% | -14% | 7% | -4% | 2%
Cc1cccc(SCc2noc(C(=O)NCC3CCCO3)c2C(=O)O)c1 (stereo not drawn)
  0.9% | 19% | -10% | . | . | -1.6% | -4% | -1% | 1% | 4%
O=C(NN=C(Cc1ccccc1)Cc1ccccc1)c1ccccc1O
  -1.2% | 2% | -3% | -3 | 747 | -0.3% | 18% | -2% | 14% | 8%
COc1ccccc1CNC(=O)[C@@H]1CCCN1C(=O)[C@@H]1Cc2ccccc2CN1C(=O)OC(C)(C)C
  . | . | -7% | -5 | 737 | . | 7% | . | 4% | -2%
COC(=O)c1c(C)nsc1NC(=O)Oc1ccccc1
  1.4% | -22% | -6% | -3 | 679 | -5.2% | 10% | 0% | 17% | 3%
Cn1cc([N+](=O)[O-])c(C(=O)N2CCCCCC2)n1
  . | . | -9% | 31 | 676 | . | 2% | . | 0% | 12%
Cc1ccc(Cn2nnc3c(=O)[nH]c(C4CCCN(C(=O)Nc5ccc(F)cc5)C4)nc32)cc1 (stereo not drawn)
  0.0% | 12% | 3% | . | . | -0.8% | 0% | -7% | -2% | -1%
CCOC(=O)N/N=C/c1c(F)cccc1F
  -1.4% | 1% | 36% | -18 | 704 | -4.4% | -6% | 2% | 3% | 3%
COc1ccc(-c2cc(C(=O)NCC3CCCO3)c3cc(C)ccc3n2)cc1 (stereo not drawn)
  -2.1% | 1% | 0% | 1 | 696 | -7.4% | ? | 5% | -35% | -4%
N#Cc1nc(Cc2ccccc2)oc1N1CCC(C(N)=O)CC1
  -0.8% | -6% | -4% | 1 | 762 | -1.7% | 1% | 3% | 4% | 5%
Cc1ccc(S(=O)(=O)N2CCN(c3ccc([N+](=O)[O-])c(NCCN4CCOCC4)c3)CC2)cc1
  3.3% | 3% | 9% | 2 | 662 | -6.5% | 23% | 2% | 23% | -4%
O=C(O)CC(NCc1ccco1)C(=O)Nc1cccc(O)c1 (stereo not drawn)
  . | 0% | -1% | 1 | 704 | . | -3% | 5% | -8% | 1%
O=c1cc(O)n(-c2ccccc2F)c(=S)[nH]1
  -2.8% | 30% | -5% | . | . | -4.9% | 46% | 5% | -16% | 5%
O=C(NCCOCc1ccc(Cl)cc1)c1ncn[nH]1
  -2.9% | 14% | -9% | 1 | 649 | -3.0% | 5% | 6% | -1% | 5%
Cc1nn(CC(=O)N2CCCC2)c(=O)c2cc3cc(F)ccc3n12
  . | . | -11% | 4 | 691 | . | 14% | . | 22% | -1%
O=C1NC2(CCCCC2)C(=O)N1CCN1C(=O)c2ccccc2C1=O
  -0.4% | -3% | -6% | -8 | 670 | -6.8% | 0% | 2% | 5% | 2%
Cc1nc(CCNC(=O)CC2C(=O)NCCN2Cc2ccc(F)cc2)sc1C (stereo not drawn)
  -0.9% | -2% | -12% | -5 | 739 | -2.7% | 7% | 4% | 7% | 4%
COc1ccc(N2CCN(C(=S)Nc3ccc(OC)cc3OC)CC2)cc1
  . | . | -6% | 13 | 822 | . | 3% | . | 5% | 4%
CCNC(=S)N/N=C/c1ccc(-c2ccccc2)o1
  8.0% | 6% | 0% | -10 | 624 | -10% | -46% | 12% | -4% | -4%
CN1CCC(OC(=O)COc2ccc(F)cc2)CC1
  -3.3% | 5% | -8% | 10 | 796 | -6.9% | -13% | -2% | -2% | -5%
COc1cc(OC)cc(C(=O)N2CCC(C(=O)N3CCOCC3)CC2)c1
  . | . | -4% | -3 | 847 | . | 11% | . | -11% | 0%
CCOc1ccc(-c2nc(=S)[nH][nH]2)cc1
  -4.9% | 31% | -8% | . | . | -0.4% | -11% | 9% | 11% | 0%
O=C(NCCc1nnc2ccc(N3CCCC3)nn12)c1ccccc1
  . | . | -7% | -6 | 758 | . | 4% | . | -2% | -6%
CCCCCCCCCCCCN1C/C(=C\C(=O)OCC)c2ccccc2S1(=O)=O
  . | . | -3% | -5 | 808 | . | 20% | . | 14% | 0%
COc1ccccc1/C=C/C(=O)NCC(=O)N/N=C/c1ccccc1
  -0.3% | -3% | -6% | 4 | 623 | -7.4% | 7% | 5% | 3% | 0%
COc1cccc2cc(C(C)N(CCCN3CCOCC3)C(=O)Nc3ccc(Cl)cc3)oc12 (stereo not drawn)
  -1.5% | 1% | -12% | . | . | -3.8% | -5% | 3% | 0% | 1%
COc1ccccc1-n1c(C)nnc1SCC(=O)NCc1ccccc1
  -1.4% | -10% | -6% | 2 | 761 | -1.2% | 5% | 0% | 14% | 2%
COc1ccc(C(=O)NNC(=O)c2cnccn2)cc1[N+](=O)[O-]
  -0.1% | 18% | -5% | -4 | 744 | -1.9% | 10% | 7% | 14% | -4%
CN(C)c1nc(-c2cn(CCC#N)c3ccccc23)cs1
  . | . | -9% | -2 | 791 | . | -15% | . | 12% | 7%
Cc1c(C#N)c(O)n(CCO)c(=O)c1N=Nc1ccc2c(c1)COC2=O
  . | 2% | 3% | -1 | 722 | . | 4% | 7% | -10% | -6%
COc1ccccc1NCc1nnc(-c2ccccc2)o1
  . | . | -11% | 3 | 782 | . | 6% | . | -2% | 2%
O=C(Nc1ccncc1)Nc1ccc(F)cc1
  . | . | -5% | -4 | 895 | . | 9% | . | 0% | -9%
CCN(CC)c1ccc(C=C2C(=O)OC(c3ccccc3)OC2=O)cc1 (stereo not drawn)
  -0.1% | 6% | -3% | -2 | 687 | -18% | 38% | 13% | 4% | 2%
C/C(=N/OCC(=O)Nc1ccc(C)cc1C)c1cccs1
  -2.2% | -14% | -5% | -1 | 800 | -1.7% | -1% | 11% | 17% | 4%
COC(=O)c1cc(S(=O)(=O)N2CCCCCC2)c[nH]1
  . | . | -7% | 0 | 793 | . | 8% | . | 16% | 5%
CCOc1ccc(-c2cc(C(=O)NCCCn3ccnc3)c3ccccc3n2)cc1
  -1.3% | -17% | 1% | -30 | 652 | -6.9% | 43% | 9% | -16% | -4%
COCC(=O)N1CCC(Oc2ccc(C(=O)N3C[C@H]4CC[C@H]3C4)cc2)CC1
  . | . | -11% | 3 | 842 | . | -2% | . | 11% | 8%
COc1ccc(NC(=O)C(NC(=O)Cc2cccs2)c2ccccc2)cc1 (stereo not drawn)
  -0.2% | 7% | -1% | 27 | 635 | -7.7% | -1% | 9% | -5% | 0%
COc1ccc(/C=N/Nc2nc(-c3cccc(S(=O)(=O)N4CCCC4)c3)cs2)c(OC)c1
  -0.9% | 5% | 2% | -28 | 745 | -5.6% | 6% | 4% | 22% | 19%
CCCCC(CC)Cn1c(N)c(C#N)c2nc3ccccc3nc21 (stereo not drawn)
  -0.3% | -9% | -4% | -5 | 771 | -7.5% | 11% | -1% | -14% | 2%
Fc1ccccc1Cn1nnc(-c2ccc3c(c2)OCO3)n1
  -2.9% | 1% | -3% | 5 | 752 | -5.3% | -1% | 1% | -136% | -4%
CC(=O)Nc1scc(C)c1-c1nc2ccccc2s1
  . | -9% | 0% | 0 | 731 | . | 38% | 2% | -2% | -2%
COc1cc(/C=N/NC(=O)c2cccnc2)ccc1OCC(=O)Nc1ccc(C)cc1
  -2.0% | 2% | -8% | 29 | 590 | -8.7% | 39% | 48µM* | 1% | 15%
C#CCOCCOCCOCCNc1nc(N2CCN(C(=O)[C@H](CCCCN)n3cc([C@@H](N)CO)nn3)CC2)nc(N2CCN(C(=O)[C@H](Cc3cc4ccccc4[nH]3)n3cc([C@@H](N)CO)nn3)CC2)n1
  . | -13% | -33% | 7 | 719 | . | 8% | -2% | 13% | -4%
COc1cccc(N2CC(C(=O)Nc3nnc(SCC(=O)N4CCOCC4)s3)CC2=O)c1 (stereo not drawn)
  . | . | 2% | 1 | 835 | . | -3% | . | -8% | 4%
Cc1ccc(Cl)cc1N1CCN(C(=O)CN2C(=O)c3cccc4cccc2c34)CC1
  -2.2% | -7% | 5% | -2 | 633 | -2.2% | 30% | 6% | -28% | -2%
Cc1ccc(/C=C/C(=O)NCc2ccc(S(N)(=O)=O)cc2)o1
  2.0% | 6% | -6% | -5 | 742 | -1.0% | 8.4µM* | 12% | 8% | -2%
COc1ccc2[nH]c(=O)c(CN(C(=O)COc3ccccc3)C(C)C)cc2c1
  0.7% | -8% | -13% | . | . | -2.6% | 11% | 13% | 6% | 0%
NS(=O)(=O)c1cccc(NC(=O)COC(=O)C2(c3cccc(F)c3)CCCC2)c1
  -1.1% | 0% | -2% | -21 | 637 | -6.8% | 5% | 1% | -7% | -2%
CCOC(=O)Cc1csc(NC(=O)CN2CCN(c3ccccc3)CC2)n1
  . | . | -10% | -2 | 741 | . | -1% | . | -3% | 8%
O=C1CC(c2ccc(F)cc2)CC(O)=C1C=NCCN1CCN(C(=O)Nc2ccccc2)CC1 (stereo not drawn)
  -0.7% | 10% | -10% | . | . | -8.3% | -5% | 8% | 15% | -2%
C=CCc1cccc2cc(C(=O)NC3CCCCC3)c(=O)oc12
  -0.8% | -8% | 1% | -4 | 732 | -6.7% | 7% | 0% | 4% | -2%
CCc1sc(C(=O)NC2CCN(C)CC2)cc1Br
  . | 7% | -7% | -1 | 556 | -4.3% | 2% | 3% | 11% | 2%
CCc1cc2c3c(c1)C1(C(=O)N3C(C)(C)CC2C)C(C#N)=C(N)N2C(=C1C#N)Nc1ccccc12 (stereo not drawn)
  1.4% | 3% | 0% | 24 | 682 | 4.3% | 12% | 12% | 8% | 8%
Cc1cccc(NC(=O)c2ccc(-n3ccnc3)nc2)c1
  -2.3% | 10% | -2% | 8 | 658 | -3.1% | 4% | 2% | 8% | -5%
Cc1ccc(N2C(=O)c3ccc(C(=O)Nc4cccnc4)cc3C2=O)c(C)c1
  -0.7% | 6% | -2% | 21 | 805 | -7.6% | 1% | 2% | 6% | -3%

# Compound activity (PubChem BioAssay)
